# GlmU inhibition: inhibition of mycobacterial GlmU enzyme – biochemical, glucosamine-1-phosphate acetyltransferase (AID 1376); M. tuberculosis GlmU acetyltransferase enzyme assay; higher % means a stronger effect; inhibition, %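 (tested at 30 µM in the primary screen)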, or IC50 in µM where a hit was titrated; 220,000 compounds, 0.25% hits; in the data active = inhibition above about 13%; inconclusive = no clear call, values can overlap the other calls;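 note: 0% = complete reaction with vehicle and 100% = reaction without substrate; strong numbers were not always called active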
# RmlCD inh 1536: blocks M. tuberculosis RmlC and RmlD coupled enzymes; P9WH09+P9WH11; 160,000 compounds, 0.03% hits; inhibition, % at 3.6 µM; RmlC+RmlD coupled enzyme assay, percent inhibition; primary screen in compound mixtures; in the data active = inhibition mostly above about 34%, no sharp cut-off; inconclusive = no clear call, values can overlap the other calls; inactive = mostly below about 22%; note: some results filed as inactive read as strong as hits
# Target sequence (P9WH09 whole entry, looked up): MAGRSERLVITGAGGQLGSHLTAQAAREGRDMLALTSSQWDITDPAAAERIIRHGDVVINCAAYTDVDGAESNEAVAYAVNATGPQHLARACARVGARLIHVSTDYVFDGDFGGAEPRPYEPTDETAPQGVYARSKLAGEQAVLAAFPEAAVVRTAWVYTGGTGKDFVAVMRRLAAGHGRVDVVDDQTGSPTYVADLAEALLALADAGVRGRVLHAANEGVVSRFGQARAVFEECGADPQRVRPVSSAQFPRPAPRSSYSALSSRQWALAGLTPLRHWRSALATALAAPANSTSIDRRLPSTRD
# Target sequence (P9WH11 whole entry, looked up): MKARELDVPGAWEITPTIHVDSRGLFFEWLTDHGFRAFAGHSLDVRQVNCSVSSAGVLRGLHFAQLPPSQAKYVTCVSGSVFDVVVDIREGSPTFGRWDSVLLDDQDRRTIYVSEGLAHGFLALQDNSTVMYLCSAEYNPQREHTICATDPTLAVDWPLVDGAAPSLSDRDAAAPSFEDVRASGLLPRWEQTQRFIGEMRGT
# * = called active by the depositor; ? = inconclusive; nt = no result given. A portion of the library; count on the stated rates, not on these rows.
SMILES,GlmU inhibition,RmlCD inh 1536
CCOc1ccc(OCC)c(NC(=O)CSc2nc3c(c(=O)n(C)c(=O)n3C)n2C(C)C)c1,-3.8%,?
Cc1ccc(NC(=S)N2CCCC(O)C2)cc1 (stereo unspecified),-1.4%,109.1
O=C(Nc1cccc(OC(=O)c2ccco2)c1)c1ccco1,4.4%,nt
CN(CCC(=O)Nc1ccc(Br)cc1)Cc1ccccc1,-3.3%,15.2
Cn1c(SCC(=O)N=Nc2c(O)[nH]c3ccccc23)nc2ccccc21,2.0%,-2.9
CCN(Cc1ccccc1)C(=O)CSc1nc(C)cc2c1C(=O)OC2,2.1%,-0.1
CC(C)CCN1CN(S(=O)(=O)c2cccs2)c2nc3ccccc3nc21,-1.9%,nt
CCOC(=O)CSC(CC)C(=O)Nc1nnc(C(C)C)s1 (stereo unspecified),1.6%,12.8
Cc1ccc(S(=O)(=O)N2CCCC2C(=O)Nc2nc3c(s2)CCCC3)cc1 (stereo unspecified),1.5%,7.3
Cc1nc2ccccc2nc1N1CCC(C)CC1,-6.0%,nt
O=C(O)c1nn2c(C(F)(F)F)cc(-c3cccs3)nc2c1Cl,5.8%,4.6
CCOC(=O)C1=C(CSc2nc3ccccc3s2)NC(=O)NC1c1cccc([N+](=O)[O-])c1 (stereo unspecified),2.6%,-10.5
COc1ccc(C=O)cc1COc1ccc(F)cc1F,2.6%,-48.7
CN1CCN(C(=S)NC(=O)/C=C/c2cccs2)CC1,-7.6%,-28.2
O=c1c(-c2ccco2)[n+]([O-])c2ccccc2n1OCc1ccccc1F,-3.5%,2.8
CCOC(=O)CSC(CC)C(=O)Nc1nnc(CC)s1 (stereo unspecified),0.4%,10.2
c1ccc(-c2cn3c(n2)CCc2ccc4cccnc4c2-3)cc1,-2.6%,-9.8
Cc1ccc(-n2ncc3c(NCc4ccco4)ncnc32)c(C)c1,-0.6%,32.0
C=CCN1CC(O)=C(c2ccccc2)C1=N,2.1%,-6.2
O=C(/C=C/c1ccc([N+](=O)[O-])cc1)NCc1cccnc1,nt,7.4
CCN(CC(=O)Nc1ccc2c(c1)OCCO2)c1nc(-c2cccnc2)nc2ccccc12,3.3%,nt
CCOC(=O)N1CCC2(CC1)C(C#N)=C(N)Oc1c2c(C)nn1-c1cccc(Cl)c1,0.3%,8.1
C/C(=N/NC(=O)CNC(=O)c1ccccn1)c1ccccc1,1.2%,-11.0
COc1cc(CCC(=O)Nc2cccc(C(F)(F)F)c2)cc(OC)c1OC,-5.1%,-10.0
Cc1ccc(CN(Cc2ccccc2)C(=S)NCC(=O)NCc2cccnc2)o1,1.0%,-3.3
O=C(c1ccco1)N1CCN(c2ncnc3scc(-c4ccc(F)cc4)c23)CC1,5.5%,nt
CCN(CC)CCCNC(=O)c1cn(C)c2ccc(S(=O)(=O)N(C)C)cc2c1=O,-3.5%,-6.2
Cc1cccc(C(=O)N[C@H](C(=O)OCc2cc(=O)n3c(n2)sc2ccccc23)C(C)C)c1,-2.4%,4.0
O=C(NNS(=O)(=O)c1ccccc1F)c1cc(-c2ccccc2)n[nH]1,3.9%,-10.5
Cc1cc(C(=O)N/N=C/c2ccc3c(c2)OCO3)c2ccccc2n1,nt,23.8
COc1cc2c(cc1OC)C(CCc1ccccc1)=NCC2,2.8%,nt
CSc1ccc(C#N)cc1NC(=O)c1cccc(Cl)c1,-4.6%,nt
O=C(CN(CC1CCCO1)S(=O)(=O)c1ccc(S(=O)(=O)NCC2CCCO2)cc1)Nc1ccccc1 (stereo unspecified),6.0%,14.9
O=C(CSc1nnc(CCCO)n1-c1ccccc1)Nc1nccs1,-4.3%,nt
Cc1csc(NC(=O)CSc2ccc(-c3ccc(F)cc3)nn2)n1,2.2%,-12.4
Cn1nc(C(F)(F)F)c(C(=O)Nc2ccc(F)cc2F)c1Oc1cccc(Cl)c1,-2.4%,-11.5
CSc1nc(N(C)NC(=O)c2ccc(F)cc2)c2ccccc2n1,-1.4%,0.1
CC(C)Cc1n[nH]c(=O)[nH]1,0.3%,-4.9
O=c1cc(-c2ccccc2)nc2nc(-c3ccccc3)[nH]n12,-5.8%,-1.2
CCOc1ccccc1Nc1nc(-c2sc(NC(=O)c3ccc([N+](=O)[O-])cc3)nc2C)cs1,-3.1%,nt
CCNc1nc(Oc2ccc(=O)n(C)n2)nc(N2CCOCC2)n1,-0.6%,nt
COCCN1C(=O)N[C@@H](c2cccc(F)c2)C(C(C)=O)=C1C,-0.8%,nt
CC(C)Cn1c(N)c(C(=O)COC(=O)C2CC(=O)N(Cc3ccccc3Cl)C2)c(=O)n(C)c1=O (stereo unspecified),0.3%,-8.6
O=C(c1ccccc1)c1cnc(-c2ccccc2)s1,1.8%,-11.4
Cc1cc2cc(CNC(=O)c3ccc4c(c3)OCO4)ccc2n1C,6.0%,nt
CCc1nc(N)c(C#N)c(-c2ccc(F)cc2)c1C,2.3%,nt
Cn1cc(-c2nc3ccccc3[nH]2)c2ccccc21,-5.1%,5.7
Cc1cc(-c2nnco2)c(C)n1-c1ccccc1,3.6%,nt
CC(=NCCCn1ccnc1)c1c(O)n(-c2ccccc2)c(=O)[nH]c1=O,-1.9%,-9.1
Cc1cc(C)n2nc(C(=O)N/N=C/c3ccccc3C)nc2n1,-3.6%,7.3
O=C(Cc1cccc2ccccc12)Nc1ccc2oc(-c3ccccc3)nc2c1,-3.9%,-4.9
CC1(C)Cc2c(sc(NC(=O)C3CC(Cl)=CCC3C(=O)O)c2C#N)CO1 (stereo unspecified),2.1%,7.1
CCOP(=O)(OCC)C(NC(=O)CC(C)C)C(Cl)(Cl)Cl (stereo unspecified),-1.2%,-9.6
O=C(NCc1ccc(C(=O)N2CCC3(CC2)OCCO3)cc1)c1cccc(Br)c1,2.0%,5.6
COc1ccc(CN2CCN(C(=O)c3cccs3)CC2)c(OC)c1OC,1.6%,6.9
C[C@@]12CCC=C[C@H]1[C@H](c1ccc3ccccc3c1)N(Cc1ccccc1)C2=O,-2.2%,nt
N#CC1=C(SCC(=O)NC23CC4CC(CC(C4)C2)C3)NC(=O)C(C#N)C12CCCCC2 (stereo unspecified),4.8%,-2.9
O=C(Nc1ccccc1)C1Cc2ccccc2CN1C(=O)c1ccco1 (stereo unspecified),-0.7%,nt
CCCSC1=C(C#N)C(c2cc(OC)ccc2OC)CC(=O)N1 (stereo unspecified),-0.9%,-10.3
CC[C@H](C)/C=C(C)/C=C/C1=CC2=CC(=O)[C@]3(C)OC(=O)[C@@H](C(C)=O)[C@@H]3C2=CO1,-0.4%,7.2
# (further entries)
SMILES,GlmU inhibition,RmlCD inh 1536
Cc1ccc(SCC(=O)NC(=O)NCc2ccco2)cc1C,-0.1%,5.0
O=C1CCCC(O)=C1N=Nc1c(Cl)cc(C(F)(F)F)cc1Cl,2.0%,-7.8
Cc1ccc(NC(=O)c2cc(N3C(=O)C=CC3=O)ccc2N2CCOCC2)cc1,2.2%,3.9
COc1ccc(C2CC(=O)N(CC(=O)NCC3CCCO3)c3ccccc3S2)cc1OC (stereo unspecified),1.9%,-10.7
O=C(/C=C/c1cccc(Cl)c1)NCCN1CCOCC1,1.7%,8.7
Fc1ccc(-c2nc3cnccn3c2NC2CCCC2)cc1,6.8%,17.5
CCN(CC)S(=O)(=O)c1cccc(NC(=O)CNC2CCCCCC2)c1,1.8%,?
C/C=C/c1ccc(OCCCNC2CCCC2)c(OC)c1,-3.4%,8.6
O=C(CSc1c(F)c(F)cc(F)c1F)Nc1ccc(C2SCCS2)cc1,-0.6%,-9.8
Cc1cc(C=C2C(=O)NC(=O)NC2=O)c(C)n1-c1ccc2c(c1)OCO2,0.7%,4.3
Cc1ccccc1-c1cnn(-c2cccc([N+](=O)[O-])c2)c1N,-2.8%,-13.4
CC1(CC(=O)N/N=C/c2ccc(-c3ccc(Cl)cc3)o2)OCCO1,3.0%,-12.0
Nc1ccc(C#Cc2ccc3oc4ccccc4c(=O)c3c2)cc1,3.6%,nt
COc1ccc2c(c1)CCC(C)N2C(=O)C(=O)c1c[nH]c2ccccc12 (stereo unspecified),0.4%,-9.9
CCOc1ccc(NC(=S)Nc2ccc(Br)cc2Cl)cc1,5.1%,-15.0

# Continued; it opens with the 5 that closed the last part.
SMILES,GlmU inhibition,RmlCD inh 1536
Cc1ccccc1-c1cnn(-c2cccc([N+](=O)[O-])c2)c1N,-2.8%,-13.4
CC1(CC(=O)N/N=C/c2ccc(-c3ccc(Cl)cc3)o2)OCCO1,3.0%,-12.0
Nc1ccc(C#Cc2ccc3oc4ccccc4c(=O)c3c2)cc1,3.6%,nt
COc1ccc2c(c1)CCC(C)N2C(=O)C(=O)c1c[nH]c2ccccc12 (stereo unspecified),0.4%,-9.9
CCOc1ccc(NC(=S)Nc2ccc(Br)cc2Cl)cc1,5.1%,-15.0
O=C(Oc1ccccc1)c1c(Cl)cccc1P(=O)(O)O,-2.3%,nt
Cc1ccc(/C=C/C(=O)Nn2cnnc2)cc1,-5.8%,11.9
CCCc1nnc(NC(=O)CN2CCOCC2)s1,3.3%,-10.2
O=Cc1sc(=O)n(Cc2cccc(C(=O)O)c2)c1Cl,10.4%,10.3
Cc1nc(SCC(=O)c2ccc(F)c(F)c2)[nH]c(=O)c1Oc1ccc(F)cc1,-2.7%,-3.6
CS(=O)(=O)N(CCc1ccccc1)CC(=O)Nc1ccc2c(c1)OCO2,0.9%,6.6
O=C(c1cccc(COCC(F)(F)C(F)F)c1)N1CCN(c2ccccc2)CC1,3.7%,nt
Cc1cc(NS(=O)(=O)c2ccc(NC(=S)NCc3ccccc3)cc2)no1,2.5%,8.8
CCOC(=O)c1ccc(NC(=S)NCC(O)c2ccccc2)cc1 (stereo unspecified),nt,10.0
COC(=O)Cn1c(=NC(=O)CN2C(=O)CCC2=O)sc2cc(S(N)(=O)=O)ccc21,7.6%,-3.5
Nc1c(C(=O)NCc2ccco2)c2nc3ccccc3nc2n1CCN1CCOCC1,-2.6%,?
Cn1c(SCC(=O)NCc2ccccc2)nnc1C1CC1,0.5%,nt
CC1=C(C(=O)OCc2ccccc2)C(c2ccco2)n2ncnc2N1 (stereo unspecified),0.1%,2.8
COCCn1c(-c2ccc(OC)cc2)cnc1SCC(=O)Nc1cccc2ccccc12,-3.0%,nt
O=C(COC(=O)/C=C/c1cccc(C(F)(F)F)c1)Nc1cccc2ccccc12,3.0%,-5.7

# 7 successive records already listed, quoted:
SMILES,GlmU inhibition,RmlCD inh 1536
O=Cc1sc(=O)n(Cc2cccc(C(=O)O)c2)c1Cl,10.4%,10.3
Cc1nc(SCC(=O)c2ccc(F)c(F)c2)[nH]c(=O)c1Oc1ccc(F)cc1,-2.7%,-3.6
CS(=O)(=O)N(CCc1ccccc1)CC(=O)Nc1ccc2c(c1)OCO2,0.9%,6.6
O=C(c1cccc(COCC(F)(F)C(F)F)c1)N1CCN(c2ccccc2)CC1,3.7%,nt
Cc1cc(NS(=O)(=O)c2ccc(NC(=S)NCc3ccccc3)cc2)no1,2.5%,8.8
CCOC(=O)c1ccc(NC(=S)NCC(O)c2ccccc2)cc1 (stereo unspecified),nt,10.0
COC(=O)Cn1c(=NC(=O)CN2C(=O)CCC2=O)sc2cc(S(N)(=O)=O)ccc21,7.6%,-3.5

# (next part)
SMILES,GlmU inhibition,RmlCD inh 1536
Cc1cccc(SCC(=O)Nc2ccccc2[N+](=O)[O-])c1,3.7%,-2.1
COc1ccc(-c2c(C(C)=O)c(C)nc3sc4c(=O)n(-c5ccc(C)cc5)nnc4c23)cc1,nt,7.5
O=c1c2nnn(Cc3ccc(Cl)cc3)c2ncn1Cc1ccc(F)cc1,6.0%,nt
CCOC(=O)N1CCN(C(=O)C2CCN(CC3CCCCC3)CC2)CC1,5.8%,-9.4
O=C(Cn1cnc2c(nnn2Cc2ccccc2)c1=O)c1ccc(Cl)cc1,0.7%,3.8
Cc1cc(C(=O)COc2cccnc2[N+](=O)[O-])c(C)n1-c1ccccc1F,-2.0%,-4.7
Cn1nc(C(C)(C)C)cc1C(=O)O,-10.4%,0.9
CCN(CC(=O)Nc1ccccc1Br)C1CCCCC1,-1.5%,0.5
O=C(CSc1nnc2ccccn12)NNC(=O)c1ccc([N+](=O)[O-])cc1,-1.4%,nt
COc1ccc(N2C(=O)c3ccccc3NC2c2ccc(OC)c(CN3CCOCC3)c2)cc1 (stereo unspecified),3.3%,0.7
C=CCOc1c2ccc(C(=O)N(CC)c3ccc(OC)cc3)cc2nn1C,0.2%,nt
O=C(O)CC1(Cc2nc(-c3cccs3)no2)CCCC1,2.7%,-1.4
COc1cccc(/C=N/N2C(=O)C3C4c5ccccc5C(c5ccccc54)C3C2=O)c1OC (stereo unspecified),-1.7%,nt
O=C(CSc1ccccc1C(=O)O)NCc1ccccc1,-1.2%,46.8
C#CC1(NC(=O)NC(C)(C)C)CCCCC1,0.6%,nt
Cc1ccc(C(=O)Nc2ccc(N3CCOCC3)cc2)cc1,-2.7%,-6.9
O=C(Nc1nc(-c2ccccn2)cs1)c1ncc(Cl)c(Cl)c1Cl,-0.7%,-7.2
COc1cc(CNCCSc2nnnn2C)cc(OC)c1OC,3.2%,11.8
CCOC(=O)c1c(/N=C/c2cc([N+](=O)[O-])ccc2O)sc(C)c1C,0.6%,5.3
Cc1nc2c(ccc3nc(NC(=O)C4CC4)sc32)s1,-3.5%,-12.4
CCCc1cc(=O)n2[nH]c(NCc3c(Cl)cccc3Cl)nc2n1,5.7%,-3.2
NC1=NC(=O)C2(COC(c3ccccc3Cl)OC2)S1 (stereo unspecified),1.2%,nt
CC(=O)Nc1ccc(NC(=O)c2ccccc2S(=O)(=O)c2ccc([N+](=O)[O-])cc2)cc1,-5.0%,-12.6
COC(=O)C1=NN(c2ccccc2)C2(S1)SC(C(C)=O)=C(C)N2c1ccccc1 (stereo unspecified),0.1%,nt
CON(c1nc(Cl)nc(N(C)C)n1)S(=O)(=O)c1ccccc1Cl,1.3%,nt
COC(=O)c1ccc(/C=C(\C#N)c2nc3ccccc3s2)cc1,-0.8%,nt
COc1cccc(-c2ccc(=O)n(CC(=O)Nc3ccc(C(=O)N4CCCC4)cc3)n2)c1,10.7%,-2.1

# High-throughput results: PubChem, several laboratories
